mcGAS RapidFire = mouse cGAS inhibition by mass spec; hit rate 0.18% among 130,000; inhibition, % at 12.5 µM; Q8C6L5; recombinant mouse cGAS, cGAMP by RapidFire MS; AID 1259397;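 active means inhibition of cGAS enzyme activity at or above 60%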;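 further: enzyme stimulated by 45 bp dsDNA with ATP and GTP substrates; cGAMP share of summed cGAMP plus half ATP and half GTP signals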
Target sequence (Q8C6L5 whole entry, looked up): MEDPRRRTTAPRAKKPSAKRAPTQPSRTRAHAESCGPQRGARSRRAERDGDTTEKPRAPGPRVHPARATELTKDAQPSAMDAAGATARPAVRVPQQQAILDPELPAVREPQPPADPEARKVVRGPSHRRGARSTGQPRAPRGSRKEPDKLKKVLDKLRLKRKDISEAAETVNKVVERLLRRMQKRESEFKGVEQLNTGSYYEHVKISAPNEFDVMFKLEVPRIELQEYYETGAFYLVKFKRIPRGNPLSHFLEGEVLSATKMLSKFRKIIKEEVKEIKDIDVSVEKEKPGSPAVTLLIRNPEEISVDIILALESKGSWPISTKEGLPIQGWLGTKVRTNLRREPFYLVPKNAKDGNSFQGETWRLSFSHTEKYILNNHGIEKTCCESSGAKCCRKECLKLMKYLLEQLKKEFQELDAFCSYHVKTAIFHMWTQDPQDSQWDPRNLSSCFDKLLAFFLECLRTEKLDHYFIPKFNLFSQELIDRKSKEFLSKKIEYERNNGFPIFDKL
* marks the source's active call; other numbers are inactive results; & = joins results of further samples. A portion of the library (hit frequency here may not be typical).

SMILES | mcGAS RapidFire
O=C(/C=C/C(=O)N1CCCC1c1cccs1)NCc1cccnc1 (centres undefined) | 13
CC(C)SCC(=O)N(C)CC1CCCCO1 (centres undefined) | -18
C=CCN(Cc1ccccn1)C(=O)C(C)Oc1cc(C)ccc1C (centres undefined) | -16
CCCNCC(=O)c1c(CC)[nH]n(-c2cccc(C)c2C)c1=O | 0
CCS(=O)(=O)CCSc1cc(C#N)ccn1 | -3
Cc1cc(C)c(C)c(OCCNC2CCCC2)c1 | -7
CN(C)c1noc(C2=NOC(c3ccccc3)C2)n1 (centres undefined) | -11
Cc1nn(-c2ccccc2)c(Cl)c1COc1cc(Cl)ccc1C(N)=O | -5
O=C(C1CCCN(S(=O)(=O)N2CCOCC2)C1)N1CCCCC1 (centres undefined) | -3
Cc1ccc(C(CC(=O)N2CCn3cncc3C2)c2ccccc2)cc1 (centres undefined) | -7
CC1CN(CC2CCCN2Cc2cccc(C(N)=O)c2)CC(C)O1 (centres undefined) | -5
COc1ccc(CCN2CC(C(=O)N3CCC(O)(c4ccccc4)CC3)CCC2=O)cc1 (centres undefined) | 5
CCC(C)NC(=O)NC(=O)CSc1nnc(C2CC2)n1C1CC1 (centres undefined) | -1
O=C(O)CC/C(=N/NC(=O)CCc1ccccc1)c1ccccc1 | -5
CC(Oc1cccc(Cl)c1)C(=O)NNC(=O)c1nn(C)c(=O)c2ccccc12 (centres undefined) | 1
COCCc1nc2ccc(C(=O)N3CCCC(C(=O)N4CCOCC4)C3)cc2o1 (centres undefined) | -10
CCN(C(=O)COc1nc(C(C)(C)C)no1)C1CC1 | -46
Cc1n[nH]c(C)c1CCN(C)Cc1cn(C)nc1-c1ccc2c(c1)OCCO2 | -6&0
COCCN(CC(=O)N(C)C)S(=O)(=O)c1cc(F)ccc1F | -18
CN1CCNC(=O)C1CC(=O)N1CCN(CCc2ccncc2)CC1 (centres undefined) | -13
CCC(C)N(Cc1cccnc1)C(=O)c1ccc2nccn2c1 (centres undefined) | -9
COc1ccc(-c2nc(NCc3ccc(F)c(C)c3)[nH]c(=O)c2C#N)cc1 | -7
COc1ccc(C2CC(=O)Nc3c2c(-c2ccccc2)nn3C)cn1 (centres undefined) | -9
Cc1c(C(C)C)c(=O)oc2cc(O)ccc12 | 45
CN(C)c1nc2c(c(=O)[nH]1)CCN(C(=O)c1cn3cc(Cl)ccc3n1)C2 | -2
COC(=O)[C@@H](C)NC(=O)c1ccc(Oc2ccc(OC)cc2)cc1 | -11
COc1ccccc1Oc1ncccc1CNCc1ccc2c(c1)CCO2 | -2
O=C(c1ccc(OCC2CC2)cc1)N(CC(F)F)C1CC1 | -4
c1ccc(-c2nc3ccccn3c2Nc2ccc3c(c2)OCCO3)cc1 | -4
Cc1noc(C)c1C1CCCN1C(=O)Cc1ccc2c(c1)NC(=O)CO2 (centres undefined) | -3
Cc1ccc(F)c(S(=O)(=O)NC(=O)C2(C)CCN2C(=O)Cc2cc(F)ccc2F)c1 (centres undefined) | -12
O=C(NCCn1cccn1)C1CCCN(c2nc(-c3ccccc3)nc3c2CCC3)C1 (centres undefined) | -9
COc1cc(-c2nccn2CCN2CCN(C)CC2)cc2c1OCO2 | -2
COc1ncccc1CNC(=O)NC1CCN(CC(F)(F)F)C1 (centres undefined) | -3
C=CCc1cc(CN2CCN(Cc3ccc4c(c3)OCO4)CC2)c(O)c(OC)c1 | -13
O=C(CCN1Cc2ccccc2C1=O)N1CCCC(c2ccn[nH]2)C1 (centres undefined) | 6
Cc1nonc1CC(=O)N1CCc2[nH]nc(-c3ccc(C(F)(F)F)cc3)c2C1 | -8
COc1ccc(N2CCN(C(=O)C3CC=CCC3C(=O)NC3CCCC(C)C3)CC2)cc1 (centres undefined) | 9
CC(=O)c1ccc(OCc2c(-c3ccccc3)nnn2CC(=O)NS(=O)(=O)c2ccc(C)cc2)cc1 | 9
O=[N+]([O-])c1ccc(Cl)c(S(=O)(=O)Oc2cccc3ccccc23)c1 | 13
CC(C)(C)C(=O)OC1OCCOC1OC(=O)C(C)(C)C (centres undefined) | -9
c1cc2c(cc1C1(CNc3ccc4nnnn4n3)CCCC1)OCCO2 | -8
O=C(NCCc1ccco1)C1CCCN(C2CCN(C(=O)C3CC3)CC2)C1 (centres undefined) | -8
O=C1CCC2(C(=O)Nc3ccc(-n4cnc5ccccc54)nc3)Sc3ccccc3N12 (centres undefined) | -8
N#CCCCSc1nnnn1-c1ccccc1 | -1
c1ccc(OCCNCCN2CCOCC2)cc1 | -7
CC1(C(=O)NS(=O)(=O)c2ccccc2)CCN1C(=O)C1(c2ccc(Cl)cc2)CCC1 (centres undefined) | -11
Cc1cc(C)n2nc(CC(=O)NCCC3CCCCC3)nc2n1 | -4
CS(=O)(=O)c1ccc(Cn2c3c(c4cc(F)cc(F)c42)CCCC3CC(=O)O)cc1 (centres undefined) | -1
CS(=O)(=O)N(c1ccccc1Cl)S(=O)(=O)c1ccc(Cl)c([N+](=O)[O-])c1 | -2
CC1Cc2cc(C(=O)NCc3cnn4ccccc34)ccc2O1 (centres undefined) | -45
Nc1nc(CSc2nnc(C3CC3)n2-c2ccccc2)nc(Nc2ccccc2)n1 | -12
O=C(OCC(O)CO)c1ccccc1Nc1ccnc2cc(Cl)ccc12 (centres undefined) | -5
CC(c1nc2ccccc2s1)N1CCN(CC(=O)Nc2ccccc2Cl)CC1 (centres undefined) | -8
Cc1ccc(C)c(-n2c(C)c(C)n3c4c(=O)n(CCCO)c(=O)n(C)c4nc23)c1 | -7
O=C(c1ccncc1)N1CC[C@@H](c2ccc3ccccc3c2)[C@H](O)C1 | -7
Cc1cc2c(cnc3ncnn32)c(=O)n1Cc1ccccc1 | -9
Nn1ccc2nc3ccn(C4CCCC4)c(=O)c3cc2c1=O | -8
CC1CN(C(=O)c2nn(-c3ccccc3C(F)(F)F)cc2O)CCO1 (centres undefined) | 2
Cc1cccc(-c2ccc(NC(=O)C3CCN(C(=O)c4ccncc4)CC3)cc2)c1 | -7

Quoted from the listing for reference:
SMILES | mcGAS RapidFire
CC(C)(C)C(=O)OC1OCCOC1OC(=O)C(C)(C)C (centres undefined) | -9
c1cc2c(cc1C1(CNc3ccc4nnnn4n3)CCCC1)OCCO2 | -8
O=C(NCCc1ccco1)C1CCCN(C2CCN(C(=O)C3CC3)CC2)C1 (centres undefined) | -8
O=C1CCC2(C(=O)Nc3ccc(-n4cnc5ccccc54)nc3)Sc3ccccc3N12 (centres undefined) | -8
N#CCCCSc1nnnn1-c1ccccc1 | -1
c1ccc(OCCNCCN2CCOCC2)cc1 | -7

New compounds follow:
SMILES | mcGAS RapidFire
CCCc1cnc(C)nc1NCCN1CCOC1=O | -18
O=C1c2ccccc2C(=O)N1CNc1ccccc1F | 2
OC[C@H]1CCN(Cc2cnc(-c3ccccn3)nc2)C[C@H]1O | 1
O=C(Nc1ccc(F)cc1F)N1CCCCC1CCn1ccnc1 (centres undefined) | -15
Cc1nc2sc3c(N4CCOCC4)ncnc3c2c2c1COC(C)(C)C2 | 3
C/C(=C/C(=O)NC1(C#N)CC1)c1ccccc1C(F)(F)F | -19
Cc1ccc(-c2[nH]ncc2CN2CCCN(c3ncccn3)CC2)cc1C | 1
Cc1cc(C)n(CCCC(=O)N2CCNCC2C(=O)NC2CC2)n1 (centres undefined) | -15
Cc1ccccc1-n1ncc2c(C3CC3)nn(CC(N)=O)c(=O)c21 | -9
Cc1nn(CCNC(=O)C(=O)c2cccnc2)c(C)c1Cl | -4
COc1ccc(Cn2c(C(C)OC)n[nH]c2=O)cc1 (centres undefined) | -13
COc1ccccc1Cn1c(C)c(C(=O)NCC2CC2)sc1=O | 3
CCCc1nnnn1Cc1c(C)cc(C)cc1C | -33
Cc1cccc(CS(=O)(=O)c2nc3ccccc3nc2C)c1 | 1
Cc1cc(C)nc(SCC(=O)c2ccc(F)c(C)c2)n1 | 3
O=C(O)/C=C/C(=O)NNC(=O)c1cc(O)cc(O)c1 | -19
Cc1ccc(C(C)NC(=O)C(=O)Nc2ccc(CC(=O)N(C)C)cc2)o1 (centres undefined) | 2
Cn1c(NC2=NCCCCC2)c(Br)c(=O)n(C)c1=O | -8
O=C1N(CCc2ccccc2)c2ccccc2C12OCCCO2 | -9
COc1cccc(CC2(CO)CCCN(Cc3ccc(SC)cc3)C2)c1 (centres undefined) | -4

Among those listed so far, these have a CF3 group.
SMILES | mcGAS RapidFire
COc1ncccc1CNC(=O)NC1CCN(CC(F)(F)F)C1 (centres undefined) | -3
Cc1nonc1CC(=O)N1CCc2[nH]nc(-c3ccc(C(F)(F)F)cc3)c2C1 | -8
CC1CN(C(=O)c2nn(-c3ccccc3C(F)(F)F)cc2O)CCO1 (centres undefined) | 2
C/C(=C/C(=O)NC1(C#N)CC1)c1ccccc1C(F)(F)F | -19

(more compounds)
SMILES | mcGAS RapidFire
CC(C)CNC(=O)NC(=O)COC(=O)CNC(=O)c1ccc(Br)o1 | -9
Cc1cc(C)c(C)c(S(=O)(=O)N(C)C2CCS(=O)(=O)C2)c1C (centres undefined) | 13
COC(=O)c1cc([N+](=O)[O-])ccc1Cl | 4
O=C1NC(=O)C2(CCNCC2)N1 | -2
CC(=O)c1c(C(C)=O)c(C)n(-c2ccc3ncccc3c2)c1C | 0
Nc1nnc(SCC(=O)c2cccc([N+](=O)[O-])c2)s1 | -3
CCC(CC)(CO)NCc1cccc(NC(C)=O)c1 | -6
Cc1ncc(CN2CCCC(C(=O)Nc3ccccc3Oc3cccnc3)C2)s1 (centres undefined) | 2
C=CCN1CCN(c2nc3c(c(=O)[nH]c(=O)n3C)n2Cc2ccc(Cl)cc2Cl)CC1 | -6
C(=Cc1ccc2ccccc2n1)c1ccc(-n2ccnc2)cc1 | -8
O=C(c1n[nH]c(C2CC2)c1Cl)N1CCN(S(=O)(=O)c2ccccc2)CC1 | -37
CN(Cc1cn[nH]c1-c1ccc(F)cc1F)CC1Cc2ccccc2O1 (centres undefined) | -11
CN(C)C(CNC(=O)c1cc(=O)c2cc(Cl)ccc2o1)c1ccccc1 (centres undefined) | -1
N#CCCOC1(C#CCN2CCCC2)CCCCC1 | 1
COc1ccc(-c2nc(CS(=O)Cc3nnsc3Cl)cs2)c(OC)c1 (centres undefined) | -3
CCC1CN(Cc2ccccc2SC)CCN1C(C)C (centres undefined) | -18
COc1ccc(/C=c2/s/c(=C\C(=O)C3CC3)[nH]c2=O)cc1 | -1
C=CCn1c(SCC(=O)Nc2nc(-c3cccc([N+](=O)[O-])c3)cs2)nnc1-c1ccoc1C | -7
CON(C)S(=O)(=O)c1ccc(NC(=O)N(C)CCC(C)C)cc1 | -15
CC1NCCN(c2ccc3c(c2)CCC3)C1=O (centres undefined) | -7

Looked up one by one from above (7):
SMILES | mcGAS RapidFire
O=C(Nc1ccc(F)cc1F)N1CCCCC1CCn1ccnc1 (centres undefined) | -15
CCCNCC(=O)c1c(CC)[nH]n(-c2cccc(C)c2C)c1=O | 0
Cc1ccc(C)c(-n2c(C)c(C)n3c4c(=O)n(CCCO)c(=O)n(C)c4nc23)c1 | -7
COc1ncccc1CNC(=O)NC1CCN(CC(F)(F)F)C1 (centres undefined) | -3
Cc1ccc(C(C)NC(=O)C(=O)Nc2ccc(CC(=O)N(C)C)cc2)o1 (centres undefined) | 2
CS(=O)(=O)c1ccc(Cn2c3c(c4cc(F)cc(F)c42)CCCC3CC(=O)O)cc1 (centres undefined) | -1
O=[N+]([O-])c1ccc(Cl)c(S(=O)(=O)Oc2cccc3ccccc23)c1 | 13

Continued:
SMILES | mcGAS RapidFire
CS(=O)(=O)Cc1cc(F)ccc1N | -37
O=C(OCc1cc(-c2ccc(F)cc2F)on1)c1ccc(=O)oc1 | 4
O=C(CSc1ccccc1)NC1CC(=O)N(Cc2cccc(F)c2)C1 (centres undefined) | -15
CN(Cc1nc2ccccc2s1)S(=O)(=O)c1ccccc1C#N | -1
Cn1cncc1-c1nccn1-c1ccccc1OCC1CCCO1 (centres undefined) | -14
O=c1c([N+](=O)[O-])c(N2CCCCC2)c2ccccc2n1Cc1ccccc1 | -1
CCOC(=O)CN(C(=O)c1cnc2ccccn12)C1CC1 | -2
N=C1C(Cc2ccccc2)SC(=S)C1c1ccccc1 (centres undefined) | -4
CCC(NC(=O)c1c(C)nn(C)c1C)c1nc(C(F)(F)F)cs1 (centres undefined) | -6
COC(=O)c1ccc(-c2noc(CN3CCc4[nH]ncc4C3)n2)cc1 | -26
O=C(C1CCC1)N1CCCC(N2CCN(c3ccc(F)cc3)CC2)C1 (centres undefined) | -9
Cc1nnc(C(C)N2CCCC2c2cccc(N(C)C)c2)o1 (centres undefined) | 10
O=C(CCc1cccnc1)N1CCOC(COCc2ccccc2F)C1 (centres undefined) | -5
O=C(NCC1(c2ccc(F)cc2)CCCC1)C1CCN(C(=O)C2CC2)CC1 | 0
Cc1ccc(C(=O)NC(C)c2ccc(S(C)(=O)=O)cc2)s1 (centres undefined) | -6
NC(=O)CSc1ncc(-c2ccc(Cl)c(Cl)c2)n1-c1ccccc1 | -8
O=C(O)[C@@]12CN(c3cnccn3)C[C@@H]1CN(C1CCCC1)C2 | -8
O=c1c(/C=C\c2nc3ccccc3c(=O)n2-c2ccccc2)coc2ccccc12 | -21
O=C1CN(CCc2cccs2)C2CS(=O)(=O)CC2N1c1cccc(Cl)c1 (centres undefined) | -9
Nc1nc(CN2CCc3sccc3C2)nc2sc3c(c12)CCCC3 | -62
Cc1cccc(-n2cc(CN3C[C@H](N(C)C)C[C@H]3CO)cn2)c1 | -5
CCCS(=O)(=O)N1CCN(c2ncnc3c2nnn3C)CC1 | 1
COC(=O)c1ccc(C(=O)NCCc2c[nH]c3ccccc23)cc1 | -5
CN(C)C(=O)CN1C(=O)NC2(CCCCC2)C1=O | -4
COc1ccc(OCCC(=O)NC(C)c2ccccc2Br)cc1 (centres undefined) | 0
O=C(NCc1ccco1)c1ccc2c(c1)C(=O)N(Cc1ccco1)C2=O | 2

Screening data deposited in PubChem by Fisher Drug Discovery Resource Center.
